Compound activity: PubChem, National Center for Advancing Translational Sciences (NCATS)
WRN inhibitor: blocks human WRN helicase; WRN helicase unwinding, fluorescent forked duplex, kinetic; Potency, µM (highest dose often 114 µM), without a hit: top-dose activity change, negative = inhibition, usual class: inhibitors; 360,000 tested, 0.46% active; Q14191; note: potency is the fitted concentration of half-maximal effect; % is set by controls: 0 for no effect and ±100 for the full control effect; nearly all actives have a fitted effect of over 55% in size
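Primary qHTS, 1536-well format. 20 nM WRN + compound, 15 min RT; start with 100 nM forked fluorophore/quencher duplex, 2 mM ATP (final); kinetic read ex 525/em 598 nm.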
EPAC2 ag: activates human EPAC2 exchange factor; Q8WZA2; EPAC2 activation, biochemical qHTS; response scale: 100% = 6.5 mM cAMP response; Potency, µM (top dose mostly 154 µM), for the others: at the highest dose activation, actives largely listed as activators; 360,000 tested, 0.079% active; AID 720711; note: potency is the fitted concentration of half-maximal effect; nearly all actives have a fitted effect of over 50% in size
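Guanine nucleotide exchange by EPAC2 is measured as reduced fluorescence of BODIPY-GDP once it is released from 250 nM Rap1B. Plates are read kinetically for 30 min at room temperature; results are scaled to 6.5 mM cAMP.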
PLK1 PBD block: blocks phosphopeptide binding to human PLK1 polo-box domain. P53350. Plk1 PBD binding of FITC phosphopeptide, fluorescence polarization. Potency, µM, for the others: max response, negative = inhibition, usual class: inhibitors. 360,000 tested, 2.8% active. AID 720504; note: potency is the fitted concentration of half-maximal effect; series mostly up to about 57 µM; % is set by controls: 0 for no effect and ±100 for the full control effect; nearly all actives have a fitted effect of over 65% in size
CCT modulator: changes cytosolic chaperonin activity | purified chaperonin ATPase assay, HTRF ADP detection, 30 min | activity change, % (no concentration beside the values), hits read low | 360,000 tested, 0.3% active | AID 651819; in the data active = activity change below about -30%; note: % is set by controls: 0 for no effect and ±100 for the full control effect
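TRiC (40 or 20 nM final, by batch activity) in 30 mM Tris pH 7.4, 100 mM KCl, 5 mM MgCl2, 1 mM DTT was treated with compound at 76 uM single dose, then 10 uM ATP, 30 min at 37 °C. ADP was read by HTRF Transcreener.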
PI5P4K alpha inh: PI5P4K alpha (human) kinase inhibition; PI5P4Kalpha enzyme, ADP-Glo luminescence, 60 min; hits give low values; max response, %; 330,000 tested, 1.2% active; AID 652105; active = max response of -50% or lower; inconclusive = between -30% and -50%; inactive = -30% or higher; note: value at the top dose of about 77 µM; % is set by controls: 0 for no effect and ±100 for the full control effect
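ADP-Glo luminescence end-point read after a 60 min room-temperature kinase reaction of PI5P4Kalpha plus substrate, initiated with ATP at 5 microM final. Buffer: 0.038 M HEPES pH 7.4, EGTA, 0.1% CHAPS, 5% DMSO.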
EPAC1 ag: agonists of human EPAC1; 360,000 tested, 0.073% active; Potency, µM (titrated, usually from 154 µM), for inactives: at the highest dose activation, actives largely listed as activators; EPAC1 agonist qHTS, biochemical assay; response scale: 100% = response to 6.5 mM cAMP; O95398; note: potency is the fitted concentration of half-maximal effect; nearly all actives have a fitted effect of over 60% in size
Target sequence (O95398 whole entry, looked up): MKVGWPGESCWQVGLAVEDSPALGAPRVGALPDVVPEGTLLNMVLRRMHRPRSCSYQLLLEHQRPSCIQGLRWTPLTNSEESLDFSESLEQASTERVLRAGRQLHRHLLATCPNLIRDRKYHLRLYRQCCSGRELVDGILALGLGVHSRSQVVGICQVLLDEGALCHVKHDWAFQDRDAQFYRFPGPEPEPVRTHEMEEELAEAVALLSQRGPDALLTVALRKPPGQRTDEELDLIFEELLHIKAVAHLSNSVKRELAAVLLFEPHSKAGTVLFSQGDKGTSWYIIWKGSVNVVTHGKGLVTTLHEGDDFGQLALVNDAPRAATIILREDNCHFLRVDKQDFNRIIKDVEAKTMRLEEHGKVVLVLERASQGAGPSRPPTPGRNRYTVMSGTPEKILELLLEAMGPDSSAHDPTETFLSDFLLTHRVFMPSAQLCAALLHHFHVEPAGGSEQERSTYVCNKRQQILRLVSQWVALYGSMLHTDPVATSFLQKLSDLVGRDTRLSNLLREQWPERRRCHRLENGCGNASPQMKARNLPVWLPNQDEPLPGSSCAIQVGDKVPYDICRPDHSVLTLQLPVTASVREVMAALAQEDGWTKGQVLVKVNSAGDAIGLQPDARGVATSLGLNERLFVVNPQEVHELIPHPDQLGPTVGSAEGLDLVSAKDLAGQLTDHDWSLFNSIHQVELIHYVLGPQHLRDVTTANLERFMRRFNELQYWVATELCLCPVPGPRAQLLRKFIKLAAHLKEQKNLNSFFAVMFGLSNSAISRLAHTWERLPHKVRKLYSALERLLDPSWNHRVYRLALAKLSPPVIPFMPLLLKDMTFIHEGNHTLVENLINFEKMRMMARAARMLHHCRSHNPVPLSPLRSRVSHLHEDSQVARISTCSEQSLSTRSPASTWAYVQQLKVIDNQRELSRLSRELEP
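Normalized to 6.5 mM cAMP, activity reflects EPAC1-catalysed release of BODIPY-GDP from Rap1B, followed kinetically over 30 min at 480 nm excitation, 540 nm emission. Reaction contained 100 nM EPAC1, 250 nM Rap1B-BODIPY-GDP, 50 uM GDP.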
IL2 activator: IL-2 activation; AID 652025; 360,000 tested, 0.065% active; activation, % (series mostly up to about 46 µM); IL-2 activation reporter assay, cell-based qHTS; stimulated with anti-CD3/CD4/CD28 beads; in transgenic mouse T cells; in the data active = activation above about 50%; inconclusive = mostly about 30% to 49%; note: 0% is about no effect
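Readout: EGFP and DsRed signals by fluorescent plate cytometry. Unstimulated transgenic mouse T cells received compound 60 min before antibody-bead stimulation, then incubated 18 h at 37 degrees C.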
EPAC1 antag: EPAC1 (human) antagonism | EPAC1 GEF assay, Rap1b-BODIPY-GDP exchange fluorescence | Potency, µM (series often up to 115 µM), without a hit: top-dose activity change, negative = inhibition, usual class: inhibitors | 360,000 tested, 0.14% active | O95398;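 note: potency is the fitted concentration of half-maximal effect; plate controls were vehicle for no effect and positive control for full effect; nearly all actives have a fitted effect of over 50% in size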
An asterisk follows results filed as active; ? = inconclusive; nt = no result given; [ ] = remark or other dose. Unless noted, calls come from the whole dose curve; as a rule, active = well fitted curve in the direction sought with a large enough effect; inconclusive = small, poorly fitted or top-dose-only effect, or another doubt; inactive = no such curve, though single readings can be large; an effect the other way counts as inactive or inconclusive.

The opening four compounds (preview)
SMILES	WRN inhibitor	EPAC2 ag	PLK1 PBD block	CCT modulator	PI5P4K alpha inh	EPAC1 ag	IL2 activator	EPAC1 antag
O=C(C[N+]1(CC#Cc2ccccc2)CCCCC1)c1ccc(Cl)cc1	7%	-3%	-2%	-3.5	6	-18%	-2.7	11%
CCCCN(C(=O)CCC(=O)Nc1cc(C)on1)C(C(=O)NC(C)(C)C)c1cccc(OC)c1OC (stereo not given)	5%	5%	-10%	-0.5	9	-9%	-1.5	-23%
CCCSc1nc(-n2ncc(C#N)c2N)c2c3c(sc2n1)CCC(C)C3 (stereo not given)	-17%	14%	-5%	-1.3	nt	9%	-1.1	-5%
CCOC(=O)c1c(C)[nH]c(C(=O)Cn2nnc(-c3ccccc3Cl)n2)c1C	-11%	-8%	-3%	-1.4	-1	-8%	0.5	6%

This part in full, from the first entry:
SMILES	WRN inhibitor	EPAC2 ag	PLK1 PBD block	CCT modulator	PI5P4K alpha inh	EPAC1 ag	IL2 activator	EPAC1 antag
O=C(C[N+]1(CC#Cc2ccccc2)CCCCC1)c1ccc(Cl)cc1	7%	-3%	-2%	-3.5	6	-18%	-2.7	11%
CCCCN(C(=O)CCC(=O)Nc1cc(C)on1)C(C(=O)NC(C)(C)C)c1cccc(OC)c1OC (stereo not given)	5%	5%	-10%	-0.5	9	-9%	-1.5	-23%
CCCSc1nc(-n2ncc(C#N)c2N)c2c3c(sc2n1)CCC(C)C3 (stereo not given)	-17%	14%	-5%	-1.3	nt	9%	-1.1	-5%
CCOC(=O)c1c(C)[nH]c(C(=O)Cn2nnc(-c3ccccc3Cl)n2)c1C	-11%	-8%	-3%	-1.4	-1	-8%	0.5	6%
C#CCN(C(=O)c1cc(COc2ccc(C)c(C)c2)on1)C1CCCCC1	1%	-7%	2%	0.1	3	?	1.5	-12%
COc1ccc(S(=O)(=O)N2CCC3(CC2)CC(=O)c2ccccc2O3)cc1OC	5%	9%	-8%	-3.0	4	7%	-5.3	-13%
CCN1CCN(S(=O)(=O)c2ccc(Cl)c(C(=O)Nc3nnc(C)s3)c2)CC1	3%	10%	-1%	2.5	0	10%	0.6	-8%
Cc1nc(NC(=O)/C=C/c2ccccc2)sc1C(=O)Nc1cccc(Cl)c1	-8%[57.1 µM]	-10%	-2%	0.6	0	-10%	0.9	0%
CN1CCN(C(=O)c2ccc(-c3ccc(F)c(F)c3)c3ccoc23)CC1	-2%	11%	-2%	-1.3	-8	-16%	0.1	-9%
O=C(c1cccc(Oc2ccccc2)c1)N1CCN(c2ccccn2)CC1	-11%	1%	2%	1.6	1	10%	-0.9	-12%

Laid out differently: two of the compounds above.
O=C(C[N+]1(CC#Cc2ccccc2)CCCCC1)c1ccc(Cl)cc1
  WRN inhibitor: 7%; EPAC2 ag: -3%; PLK1 PBD block: -2%; CCT modulator: -3.5; PI5P4K alpha inh: 6; EPAC1 ag: -18%; IL2 activator: -2.7; EPAC1 antag: 11%
CCCCN(C(=O)CCC(=O)Nc1cc(C)on1)C(C(=O)NC(C)(C)C)c1cccc(OC)c1OC (stereo not given)
  WRN inhibitor: 5%; EPAC2 ag: 5%; PLK1 PBD block: -10%; CCT modulator: -0.5; PI5P4K alpha inh: 9; EPAC1 ag: -9%; IL2 activator: -1.5; EPAC1 antag: -23%

Later entries:
SMILES	WRN inhibitor	EPAC2 ag	PLK1 PBD block	CCT modulator	PI5P4K alpha inh	EPAC1 ag	IL2 activator	EPAC1 antag
Cc1ccc(/C=C2/C(=N)N3N=C(CC(=O)N4CCCC4)SC3=NC2=O)cc1	-13%	7%	-6%	2.6	2	5%	2.1	-1%
Cn1sc(NC(=O)c2ccccc2Cl)nc1=O	-2%	10%	30µM*	-1.2	-19	6%	-0.7	3%
Cc1c(C(=O)NC(C)CN2CCCCC2)oc2ccccc12 (stereo not given)	-3%	6%	1%	1.3	nt	-9%	-1.5	8%
COc1ccc(OC)c(-c2[nH]nc3c2C(c2ccco2)C(C#N)=C(N)O3)c1 (stereo not given)	-23%[57.1 µM]	2%	?	-2.0	-26	-6%	-2.5	12%
CC1CN(c2cc(=O)n(-c3cccc(Br)c3)c(=O)[nH]2)CC(C)O1 (stereo not given)	1%	4%	-12%	-0.4	-11	5%	-2.2	-9%
CC(C)CN(C(=O)/C=C/c1nc2ccccc2s1)C1CCS(=O)(=O)C1 (stereo not given)	-11%	-2%	-8%	1.0	-16	0%	-0.9	8%
O=C(CSc1nc2ncccc2[nH]1)Nc1ccccc1-c1ccccc1	5%	3%	-4%	-0.1	1	11%	0.3	-7%
Cc1ccnc(NC(=O)Cn2c(=O)oc3cc(S(=O)(=O)N4CCCC4)ccc32)c1	-2%	-5%	-2%	1.2	1	-9%	2.7	-5%
CCOC(=O)c1ccc(CN2Cc3ccccc3C2=O)cc1	0%	11%	-5%	-3.6	3	2%	-4.1	-17%
O=C(Nc1ccccc1)Nc1ccc(S(=O)(=O)N2CCCCC2)cc1	-4%	4%	-9%	-3.1	-8	11%	-3.2	2%

Exported with two lines to a compound: part of the list above
The line under a structure holds: WRN inhibitor | EPAC2 ag | PLK1 PBD block | CCT modulator | PI5P4K alpha inh | EPAC1 ag | IL2 activator | EPAC1 antag
COc1ccc(OC)c(-c2[nH]nc3c2C(c2ccco2)C(C#N)=C(N)O3)c1 (stereo not given)
  -23%[57.1 µM] | 2% | ? | -2.0 | -26 | -6% | -2.5 | 12%
O=C(Nc1ccccc1)Nc1ccc(S(=O)(=O)N2CCCCC2)cc1
  -4% | 4% | -9% | -3.1 | -8 | 11% | -3.2 | 2%
CC1CN(c2cc(=O)n(-c3cccc(Br)c3)c(=O)[nH]2)CC(C)O1 (stereo not given)
  1% | 4% | -12% | -0.4 | -11 | 5% | -2.2 | -9%
Cc1ccnc(NC(=O)Cn2c(=O)oc3cc(S(=O)(=O)N4CCCC4)ccc32)c1
  -2% | -5% | -2% | 1.2 | 1 | -9% | 2.7 | -5%

Next part
SMILES	WRN inhibitor	EPAC2 ag	PLK1 PBD block	CCT modulator	PI5P4K alpha inh	EPAC1 ag	IL2 activator	EPAC1 antag
O=C(c1cc(-c2ccc(Cl)cc2)on1)N1CCCCCC1	6%	5%	27µM*	0.1	3	5%	8.7	6%
Cn1c(O)c(/C=N/NC(=O)c2cc3ccccc3cc2O)c2ccccc21	-24%	-36%[inhibitor]	-11%	1.2	-27	-16%	4.3	-16%
CCOCCCNC(=O)c1cc2c(=O)n(CC)c3ccccc3c2s1	2%	9%	-11%	-3.2	1	6%	-2.9	-6%
O=C(NC(Cc1c[nH]c2ccccc12)C(=O)O)c1ccco1 (stereo not given)	-1%	-3%	-5%	-0.9	nt	4%	4.0	-9%
COc1ccc(OCC(=O)OC2CCN(C)CC2)cc1	1%	22%[15.6 µM]	1%	1.7	8	0%	0.2	-12%
CCNC(=S)N1CCN(CCNC2=CC(=O)CC(C)(C)C2)CC1	5%	-1%	2%	-2.9	-2	4%	-1.7	-15%
CN1CCN(S(=O)(=O)c2ccc(NC(=O)Cc3cccs3)cc2)CC1	-10%	-5%	-9%	-3.8	nt	5%	-4.4	27%
Cc1ccc(NS(=O)(=O)c2cccc(C(=O)NNC(=O)c3ccco3)c2)c(C)c1	13%	21%	-15%	-1.3	4	-4%	-4.5	-6%
O=C(C1CCCO1)N1CCN(C(=S)Nc2ccc(Br)cc2)CC1 (stereo not given)	-2%	16%	-7%	-0.8	3	-5%	1.4	-16%
CCOC(=O)C1=C(c2ccccc2)NC(SC)=C(C#N)C1c1cccnc1 (stereo not given)	-17%	1%	-15%	-2.2	-5	-2%	-4.6	-3%
CCc1nnc(NC(=O)CSc2nnc(CNc3ccc(Cl)cc3)o2)s1	-12%	-3%	0%	-0.6	-9	3%	-1.0	-3%
O=C1CCCc2cc3c(ccc4ccccc43)cc21	4%	1%	-14%	-14	-3	7%	-0.3	-16%
COc1ccc(OC)c(-c2cc(C3CCN(C(=O)OC(C)(C)C)CC3)[nH]n2)c1	-8%	7%	2%	-0.2	1	-8%	0.2	?
Cc1nc2cc(NC(=O)c3ccco3)ccc2n1C	4%	4%	2%	-0.1	-6	-8%	-2.0	-9%
COc1cc(C)c(Cl)cc1S(=O)(=O)N1CCSC1	-25%	4%	-30%	-0.3	-7	-4%	2.5	-1%
O=C(CC1CCCC1)N1CCN(S(=O)(=O)c2ccccc2)CC1	1%	4%	-4%	0.4	0	-2%	0.2	0%
Nc1nc(CN2CCN(c3ccccc3F)CC2)nc(Nc2ccc3c(c2)OCCO3)n1	-13%	1%	1%	0.8	nt	10%	-1.0	-10%
COc1ccc(CN2CCN(C(=O)c3ccc4nc(N5CCOCC5)sc4c3)CC2)c(OC)c1OC	5%	-8%	-7%	-0.4	-4	-11%	3.1	11%
COc1ccc(/C=C/C(=O)NCC(=O)N/N=C/c2cc(Br)ccc2OC)cc1	3%	-7%	-3%	-3.7	nt	-15%	-3.6	22%
CCN(CC)C(=S)SCC(=O)NC12CC3CC(CC(C3)C1)C2	-5%	12%	3%	0.1	-1	8%	-2.6	-2%
S=C(Nc1cccc(Cl)c1)NC1CCCCC1	2%	8%	-4%	-1.5	2	0%	0.2	-19%
Cn1nc(C(=O)NCCCN2CCCCC2)c2c1-c1ccccc1S(=O)(=O)C2	1%	9%	3%	-0.4	3	4%	0.8	-9%
O=C(CCl)N1N=C(c2ccco2)CC1c1cccs1 (stereo not given)	-10%[11.6 µM]	13%	-13%	1.1	-24	2%	-3.6	-12%
O=C(NNc1cc(N2CCCC2)nc(N2CCCC2)n1)c1ccc([N+](=O)[O-])cc1	3%	-6%	?	-3.8	3	14%	1.1	8%
CCn1c(C(C)NC(=O)c2cccc(C)c2)n[nH]c1=S (stereo not given)	3%	7%	-6%	1.2	2	6%	-2.7	3%
Cc1cc(Cl)ccc1OCCCC(=O)OCC(N)=O	1%	6%	-7%	-3.3	-2	6%	2.3	-9%
COc1ccc(CC(=O)OC(C)C(=O)c2ccc(C)cc2)cc1 (stereo not given)	-6%	20%	-2%	-0.7	0	3%	-3.3	-17%
COC(=O)C1=C(C)N(Cc2ccccc2)C(=NCCc2cccnc2)N[C@H]1c1ccccc1	-5%	3%	-2%	0.0	-1	5%	-0.5	-17%
Cc1nnc(SCCn2c(N3CCC(C)CC3)nc3c2c(=O)[nH]c(=O)n3C)s1	4%	0%	-8%	-2.8	nt	7%	0.5	1%
CCOc1ccc(C(=O)CSCCC(=O)O)cc1	-7%	1%	-14%	3.0	-4	10%	-1.6	-5%
COc1ccc(C2CCCN2C(=S)Nc2cccc(C)c2C)cc1OC (stereo not given)	-3%	11%	-6%	-1.1	1	10%	1.1	-5%

Not all compounds are listed; the hit share may differ from the screen's.
